Screening data: PubChem BioAssay, The Scripps Research Institute Molecular Screening Center
SRC1 TRFRET art: TR-FRET detection interference compounds, primary screen, artefact control for PPARgamma SRC-1 recruitment agonists, biochemical, TR-FRET emission ratio; AID 1051, 2008; TR-FRET detection artefact counter-screen; active compounds read high; 99,000 compounds, 0.34% hits; TR-FRET ratio at 8 µM; in the data active means TR-FRET ratio above about 2300; further: inactives centre near 1800
SRC3 TRFRET art: TR-FRET detection interference compounds, artefact control for PPARgamma SRC-3 recruitment agonists, biochemical, TR-FRET ratio | 99,000 compounds, 0.39% hits | TR-FRET artefact counter-screen, PPARgamma/SRC-3 format; active compounds read high | TR-FRET ratio at 8 µM; in the data active means TR-FRET ratio above about 2000; further: inactives centre near 1600
Numbers without * were called inactive. These rows are one share of the data; the hit share may differ from the screen's.

A first look, four compounds:
SMILES	SRC1 TRFRET art	SRC3 TRFRET art
c1ccc(-c2nn3c(-c4ccccc4)nnc3s2)cc1	1790	1596
O=C(CCCSc1nc2ccccc2[nH]1)Nc1ccccc1	1750	1497
COc1ccc(OC)c(S(=O)(=O)NC(N)=NCCc2ccccc2)c1	1770	1502
COc1ccc(NC(=O)Cc2ccc(-c3ccccc3)cc2)cn1	1861	1460

All compounds of this part, from the first entry:
SMILES	SRC1 TRFRET art	SRC3 TRFRET art
c1ccc(-c2nn3c(-c4ccccc4)nnc3s2)cc1	1790	1596
O=C(CCCSc1nc2ccccc2[nH]1)Nc1ccccc1	1750	1497
COc1ccc(OC)c(S(=O)(=O)NC(N)=NCCc2ccccc2)c1	1770	1502
COc1ccc(NC(=O)Cc2ccc(-c3ccccc3)cc2)cn1	1861	1460
O=C(c1ccc(Cl)c(S(=O)(=O)N2CCCC2)c1)N1CCN(c2ccccc2)CC1	1627	1503
O=C1NC2(CCCCC2)C(=O)N1Cc1ccc([N+](=O)[O-])cc1	1850	1574
CC(C)(C)OC(=O)C(Cl)(C(=O)OC(C)(C)C)c1ccc2nnnn2n1	1701	1295
Cc1cc(S(=O)(=O)N2CCCC2)ccc1OCC(=O)NC1CCCC1	2012	1555
CC1CCN(C(=O)COC(=O)CCc2c[nH]c3ccccc23)CC1	1484	1487
O=C(CCCN1C(=O)/C(=C/c2cccs2)SC1=S)Nc1cccnc1	1945	1534
Cc1ccc(S(=O)(=O)N2CCCOC2CNC(=O)C(=O)NCc2cccnc2)cc1 (stereo not drawn)	1842	1585
O=C(NC1CC1)C1CCCN1C(=O)NC1CCCCC1 (stereo not drawn)	2089	1615
Cc1nc2ccccn2c1C(=O)NN=C1C2CC3CC(C2)CC1C3	1942	1567
Cc1cnc(C(=O)OCC(=O)N2c3ccccc3CC2C)cn1 (stereo not drawn)	1361	1636
CCn1c(NC(=O)Nc2ccccc2OC)nc2ccccc21	2029	1410
Cc1ccsc1/C=N/Nc1nc(=O)[nH]nc1C	1596	1725
Cc1ncc([N+](=O)[O-])n1Cc1cccc2ccccc12	1648	1492
Cc1ccc2c(Cl)cc(Cl)c(OCC(=O)Nc3ccc(C)c(S(=O)(=O)N(C)C)c3)c2n1	1619	1747
CCOc1ccc(NC(=O)c2ccco2)c([N+](=O)[O-])c1	1969	1560
Cc1ccc(-c2nc(NCC3CCCO3)sc2C)cc1 (stereo not drawn)	1563	1494
COCCCNC(NC(=O)c1ccc(OC)cc1)C(Cl)(Cl)Cl (stereo not drawn)	1683	1590
CCOc1ncccc1C(=O)OCc1ccc([N+](=O)[O-])cc1	1844	1467
Cc1cc(-c2csc(N)n2)c(C)n1Cc1ccco1	1828	1673
O=C(CSc1ccccc1F)NC(=O)NCc1ccco1	1803	1529
COc1ccc(N2CCN(C(CNS(C)(=O)=O)c3ccco3)CC2)cc1 (stereo not drawn)	1608	1335
Next section.
SMILES	SRC1 TRFRET art	SRC3 TRFRET art
CC(C)(C)C1(O)CC(C(F)(F)F)=NN1C(=O)CCCc1ccccc1 (stereo not drawn)	1788	1502
O=C(N/N=C/c1cn[nH]c1-c1ccccc1)c1ccco1	2041	1655
CCCC(=O)N1CCN(c2ccc(NC(=O)c3ccc([N+](=O)[O-])o3)cc2Cl)CC1	1320	1704
CC(C)(C)NC(=O)c1ccc(NC(=O)C2COc3ccccc3O2)cc1 (stereo not drawn)	1638	1514
CCOC(=O)CCc1c(C)nc(-n2[nH]c(C)c(CCO)c2=O)[nH]c1=O	1844	1531
CCOC(=O)c1cccc(NC(=O)CCS(=O)(=O)c2cccc3nsnc23)c1	1998	1683
CCC(O)CNC(=O)CCc1nnc(C2(c3ccc(Cl)cc3)CCC2)o1 (stereo not drawn)	1551	1622
CC(NC(=O)CCC(=O)c1ccc(F)cc1)C1CC2CCC1C2 (stereo not drawn)	1761	1306
O=C(c1cc(S(=O)(=O)N2CCOCC2)ccc1Cl)N1CCN(c2ccccn2)CC1	2040	1664
Cc1sc(NC(=O)c2ccco2)c(C(c2cccnc2)N2CCN(CCO)CC2)c1C (stereo not drawn)	1787	1416
Cc1csc(NC(=O)CSc2nnc(NC(=O)COc3ccc(Cl)cc3)s2)n1	1619	1573
Cc1cc(C)cc(-n2nnn(C3C/C(=N/NC(N)=S)C4OCC3O4)c2=S)c1 (stereo not drawn)	1840	1756
O=C(CCCOc1ccccc1)Nc1ccccc1C(F)(F)F	1865	1600
CCOC(=O)c1c(C)[nH]c(C(=O)N/N=C\c2ccccc2O)c1C	1869	1507
Cc1ccc(-n2nnnc2CCl)cc1	1528	1413
S=C(Nc1ccc(Nc2ccccc2)cc1)Nc1ccccn1	1793	1646
CCCCNC(=S)NNC(=O)c1csc(C)c1CC	1599	1474
CC(C)COC(=O)C1C2C=CC3(CN(C(C)c4ccc(Br)cc4)C(=O)C13)O2 (stereo not drawn)	1989	1626
Cc1ccc(S(=O)(=O)N2CCOC2CNC(=O)C(=O)NCc2cccnc2)cc1 (stereo not drawn)	1943	1775
N#Cc1ccc(C(=O)Nc2cccc3cccnc23)c(F)c1	1866	1876
Cn1cc(C(=O)N2CCc3ccccc32)cn1	1909	1606
O=C(NCCN1CCN(c2ccccc2)CC1)c1cccn2c(=O)c3cc(Cl)ccc3nc12	1523	1676
COc1ccc(-c2nc(NC(=O)C3CC(=O)N(c4ccc5c(c4)OCCO5)C3)sc2C)cc1 (stereo not drawn)	1869	1507
COc1ccc(/C=N/OCC(=O)NCC(C)C)c(OC)c1	1780	1720
CC(C)C(=O)Nc1ccc(C(=O)NNC(=O)CCc2ccccc2)cc1	1596	1428
(listing goes on)
SMILES	SRC1 TRFRET art	SRC3 TRFRET art
N#Cc1ccccc1S(=O)(=O)c1ccccc1C(=O)Nc1ccccc1	1509	1474
Cc1ccccc1Cc1ccc(Cl)nn1	1959	1607
CC(=O)Nc1ccc(NC(=O)CSc2nnc3c4ccccc4n(C)c3n2)cc1	1871	1476
Cc1cc(C(=O)C(C)Sc2cccc[n+]2[O-])c(C)n1-c1ccc(Cl)cc1 (stereo not drawn)	1882	1637
CCOC(=O)C1(C)NC(c2ccc(OC)cc2OC)C2C(=O)N(CC)C(=O)C21 (stereo not drawn)	2043	1846
CC(=O)c1cccc(N(C(=O)Cn2nnc3ccccc32)C(C(=O)NCC2CCCO2)c2ccc(N3CCOCC3)cc2)c1 (stereo not drawn)	1705	1408
COc1ccc(Cl)cc1C(=O)NNC(=S)NC1CCCC1	1792	1488
O=C(NCCOc1ccccc1F)c1cc(F)c(F)cc1Cl	1852	1501
CCCCCCNc1cc(C)oc(=O)c1C(C)=O	1916	1531
O=C(NCCc1ccccc1)c1cc(=O)c2ccccc2o1	1811	1723
CN=c1scc(-c2cccs2)n1/N=C/c1ccc(O)c(O)c1O	1845	1861
Cn1c(CSc2ncccn2)nnc1SCC(=O)N1CCCCC1	1852	1549
Fc1cccc(F)c1/C=C/c1ccc2ccccc2n1	1945	1896
COC(=O)c1ccc(NC(=S)NNC(=O)CC(C)C)cc1	1605	1507
CC(=O)n1c(C=Nc2ccccc2)c(O)c2ccccc21	2146	1818
O=C(CC1C(=O)NCCN1CC(c1ccccc1)c1ccccc1)NC1CC1 (stereo not drawn)	1596	1436
Cc1nnc(SCc2cccc([N+](=O)[O-])c2)o1	1880	1497
COc1ccc(Cc2noc(CN(C)Cc3cccc(-n4cccn4)c3)n2)cc1OC	1877	1741
COc1ccc(CC2(CO)CCN(Cc3cnn(-c4ccccc4)c3)CC2)cc1	1966	1640
c1ccc(Oc2nnc(-c3cccs3)c3ccccc23)cc1	1717	1551
CCOc1ccc(CN2CCN(C3CCSCC3)CC2CCO)cc1 (stereo not drawn)	1597	1655
COCCNCCCCOc1ccc(C)cc1[N+](=O)[O-]	1974	1633
CC12COC3(C(=O)Nc4ccccc4F)CC1CCC32C (stereo not drawn)	1506	1438
COc1ccc(C(=O)NNC(=S)NC(=O)c2cccnc2)cc1	1600	1511
O=C(CSc1cnc2ccccc2n1)c1ccc(F)cc1	2147	1709

Ordered by SMILES length (high to low): part of the list above.
SMILES	SRC1 TRFRET art	SRC3 TRFRET art
O=C(c1cc(S(=O)(=O)N2CCOCC2)ccc1Cl)N1CCN(c2ccccn2)CC1	2040	1664
CCOC(=O)CCc1c(C)nc(-n2[nH]c(C)c(CCO)c2=O)[nH]c1=O	1844	1531
O=C(CC1C(=O)NCCN1CC(c1ccccc1)c1ccccc1)NC1CC1 (stereo not drawn)	1596	1436

Returning to the listing, repeating the 2 entries before the break.
SMILES	SRC1 TRFRET art	SRC3 TRFRET art
COc1ccc(C(=O)NNC(=S)NC(=O)c2cccnc2)cc1	1600	1511
O=C(CSc1cnc2ccccc2n1)c1ccc(F)cc1	2147	1709
S=C(NCc1ccco1)NC1CCCc2ccccc21 (stereo not drawn)	1637	1514
CC(=O)Nc1ccc(S(=O)(=O)N2CCN(c3cc(C)nc4ncnn34)CC2)cc1	1698	1600
CCCC(c1nnnn1Cc1ccc(OC)cc1)N1CCN(c2ccccc2)CC1 (stereo not drawn)	1435	1412
O=C1CC(c2ccsc2)c2ccc3ccccc3c2N1 (stereo not drawn)	1950	1830
O=C1c2ccccc2S(=O)(=O)N1CC1CC(c2ccccc2Cl)=NO1 (stereo not drawn)	1863	1417
CS(=O)(=O)NN1C(=O)c2ccccc2NC1c1cccc(O)c1 (stereo not drawn)	1830	1578
S=C(Nc1ccc(Br)cc1Cl)Nn1cnnc1	1754	1359
CC(C)c1ccc(C2NC(=S)NC3=C2C(=O)CC(C)(C)C3)cc1 (stereo not drawn)	1710	1458
COc1n[nH]c(C(=O)Nc2nc3ccccc3s2)c1[N+](=O)[O-]	1731	1558
CCN(CC)Cc1oc(-c2ccccc2)cc1C(=O)O	1825	1621
Cc1nnc(SCC(=O)c2c(N)n(Cc3ccccc3)c(=O)n(C)c2=O)n1C	1596	1459
COC(=O)Cn1c(=O)cnc2ccccc21	1669	1459
CCOc1ccccc1NC(=O)/C(C#N)=C/c1c(C)nn(-c2ccccc2)c1Cl	1562	1598
CCOc1ccc(NC(=O)CSc2nc3c(c(=O)n2C)SC(C)C3)cc1 (stereo not drawn)	1825	1531
Cc1nnc(SCC(=O)NCc2ccc(Cl)cc2)[nH]c1=O	1940	1491
CCCN1CCC(NC(=S)Nc2cccc(Cl)c2Cl)CC1	1924	1374
C/C(=N\Nc1nc(-c2cc(C)ccc2C)cs1)c1cc2ccccc2oc1=O	1785	1571
CCOc1ccc(NC(c2ccccn2)c2oc(CO)cc(=O)c2O)cc1 (stereo not drawn)	1614	1427
COc1cccc(Cn2cnc3c(N)c(C)c(C)cc32)c1	2009	1826
CCn1c(=O)cc(SCC(=O)Nc2cccc(C)n2)c2ccccc21	3815*	3307*
Cc1ccc(/C=N/N2CCOCC2)s1	1930	1532
CCOc1cc(C(=O)OCC(=O)Nc2ncc(Cl)c(C)c2Cl)ccc1OCC(=O)N1CCOCC1	1844	1426
COc1cccc2cc(C(=O)NCCC3=CCCCC3)c(=O)oc12	1699	1531
Cc1nn2c(CN(C(=O)CN3CCOCC3)c3ccccc3)nnc2c2ccccc12	1905	1783
Cc1ccc(S(=O)(=O)c2c(C)cc(C)nc2N2CCCCC2)cc1	1684	1486
Next entries
SMILES	SRC1 TRFRET art	SRC3 TRFRET art
COc1ccc(/C=C/C(=O)NCCCn2ccnc2)cc1	1972	1416
CCn1c(SCC(=O)NCc2ccco2)nc2ccccc2c1=O	1667	1735
CCS(=O)(=O)c1ccc(O)c(NC(=O)COc2ccc(Cl)cc2)c1	1703	1695
CC(C)(C)[C@H]1C=C(C(=O)N2CCOCC2)O[C@@H](OCCCCO)C1	1811	1350
O=C(CSc1ncnc2ccccc12)NCC(=O)c1ccccc1	1639	1525
CCCCCCn1c(CN2CCN(CCO)CC2)nc2c1c(=O)n(C)c(=O)n2C	1685	1510
CCOC(=O)c1ccc(NC(=O)c2cn(CCC#N)nc2-c2ccc3c(c2)OCCO3)cc1	1713	1506
CCOc1cc(/C=N/NC(=O)CSc2nncn2C)ccc1OC(=O)c1ccc(Cl)cc1	1808	1649
CC(C)c1nccn1S(=O)(=O)c1cccc([N+](=O)[O-])c1	1712	1371
O=C(NCc1ccc(F)cc1)C1CCN(S(=O)(=O)c2ccc3c(c2)OCCCO3)CC1	1730	1402
C=CCN1CC(c2nc3ccccc3n2Cc2ccccc2)CC1=O (stereo not drawn)	1697	1602
Cc1cc(C)c2c(c1)cc(C)c1nnc(SCC(=O)Nc3ccc(S(=O)(=O)N4CCCCC4)cc3)n12	1766	1470
Cc1nc2ccc(S(=O)(=O)N(C)CC(=O)Nc3ccccc3F)cc2s1	1548	1464
CCc1cc(C(=O)O)c(NC(=O)/C=C/c2ccc(OC)c(OC)c2)s1	2128	1538
Cc1cc(C(=O)Cn2nc(C(=O)O)c3ccccc3c2=O)c(C)n1-c1ccc(F)cc1	1478	1547
O=C(Oc1ccccc1-c1csnn1)c1cccs1	1783	1495
COC(=O)C(NC(=O)c1ccco1)(Nc1nc(C2CC2)cs1)C(F)(F)F (stereo not drawn)	1894	1685
Cc1nc(N=C(N)N)nc2ccccc12	1800	1410
O=C(CSc1ncnc2ccccc12)NCc1ccc2c(c1)OCO2	1852	1683
S=C(NCc1ccccc1Cl)NC1CCCC1	1877	1512
O=C(CC1C(=O)NCCN1Cc1ccc(F)c(F)c1)NCCn1cccn1 (stereo not drawn)	1905	1577

Record cards, as listed above.
C=CCN1CC(c2nc3ccccc3n2Cc2ccccc2)CC1=O (stereo not drawn) in the list: SRC1 TRFRET art = 1697; SRC3 TRFRET art = 1602
CCn1c(SCC(=O)NCc2ccco2)nc2ccccc2c1=O in the list: SRC1 TRFRET art = 1667; SRC3 TRFRET art = 1735
COc1ccc(/C=C/C(=O)NCCCn2ccnc2)cc1 in the list: SRC1 TRFRET art = 1972; SRC3 TRFRET art = 1416
